Bioassay records: PubChem BioAssay, The Scripps Research Institute Molecular Screening Center
ULK1 inh: human ULK1 kinase inhibition, primary screen; actives 1.9% (n = 30,000); AlphaScreen Atg13 phosphorylation by ULK1, luminescence; inhibition, % at 5.96 µM; AID 1259251; O75385; in the data active = inhibition above about 43%;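 note: 0% = median of compound wells and 100% = no enzyme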
ASK1 primary: human ASK1 kinase inhibition, primary screen; Q99683; AlphaScreen MKK6 phosphorylation by ASK1, luminescence; inhibition, % at 7.44 µM; actives 0.99% (n = 22,000); AID 1159602; in the data active = inhibition above about 35%;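 note: 0% = median of compound wells and 100% = no enzyme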
Target sequence (Q99683 whole entry, looked up): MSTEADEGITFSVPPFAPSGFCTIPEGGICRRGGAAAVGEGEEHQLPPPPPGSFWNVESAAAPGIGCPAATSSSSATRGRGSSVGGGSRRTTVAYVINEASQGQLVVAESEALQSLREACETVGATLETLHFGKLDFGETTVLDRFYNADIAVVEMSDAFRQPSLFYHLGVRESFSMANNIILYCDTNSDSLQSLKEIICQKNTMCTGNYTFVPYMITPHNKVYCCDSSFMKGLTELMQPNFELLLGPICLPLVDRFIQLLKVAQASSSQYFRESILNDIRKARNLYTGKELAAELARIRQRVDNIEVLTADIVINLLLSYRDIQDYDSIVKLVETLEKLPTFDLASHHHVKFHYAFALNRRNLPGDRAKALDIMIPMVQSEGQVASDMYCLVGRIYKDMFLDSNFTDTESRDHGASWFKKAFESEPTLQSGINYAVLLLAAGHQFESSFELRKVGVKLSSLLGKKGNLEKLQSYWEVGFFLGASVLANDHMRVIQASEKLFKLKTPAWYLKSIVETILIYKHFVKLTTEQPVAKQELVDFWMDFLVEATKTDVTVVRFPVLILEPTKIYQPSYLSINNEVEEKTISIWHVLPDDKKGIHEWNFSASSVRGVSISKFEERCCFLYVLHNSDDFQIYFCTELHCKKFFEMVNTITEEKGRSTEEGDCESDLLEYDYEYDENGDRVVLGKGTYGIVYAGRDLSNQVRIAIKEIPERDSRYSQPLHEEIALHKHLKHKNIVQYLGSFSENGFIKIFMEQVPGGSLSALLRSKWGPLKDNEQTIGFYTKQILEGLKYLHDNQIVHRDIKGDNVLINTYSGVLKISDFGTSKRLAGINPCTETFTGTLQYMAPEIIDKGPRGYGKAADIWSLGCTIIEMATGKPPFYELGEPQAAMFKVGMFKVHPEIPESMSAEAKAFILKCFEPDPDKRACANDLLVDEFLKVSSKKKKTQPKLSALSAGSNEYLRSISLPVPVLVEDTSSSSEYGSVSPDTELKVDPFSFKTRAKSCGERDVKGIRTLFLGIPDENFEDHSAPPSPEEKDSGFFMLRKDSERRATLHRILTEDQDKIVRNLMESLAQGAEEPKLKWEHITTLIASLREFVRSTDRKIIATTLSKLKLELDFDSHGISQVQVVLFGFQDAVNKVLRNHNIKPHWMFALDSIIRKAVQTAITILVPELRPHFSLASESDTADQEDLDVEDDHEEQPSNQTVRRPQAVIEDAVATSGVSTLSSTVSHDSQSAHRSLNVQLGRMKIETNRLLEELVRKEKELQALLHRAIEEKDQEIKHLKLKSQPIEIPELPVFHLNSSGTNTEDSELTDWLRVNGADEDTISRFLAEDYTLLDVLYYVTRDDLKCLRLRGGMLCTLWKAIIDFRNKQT
An asterisk follows results filed as active; · = not tested or not shown; & = joins results of further samples.

Below each compound: ULK1 inh, ASK1 primary
c1ccc(N2CCN(c3nc4ncnc(NCc5cccnc5)c4[nH]3)CC2)nc1
  -4.6, -13.7
O=C(c1ccc(F)cc1)C1CCN(CCCn2c(=O)[nH]c3ccccc32)CC1
  2.0, ·
O=C(NCCN1CCOCC1)c1cccc(-n2ncc3ccc(N4CCOCC4)cc32)c1
  4.7, -13.9
O=C(NCc1ccco1)/C(=C/c1cccnc1)NC(=O)c1ccco1
  2.7, ·
COc1cc(CNc2ncc(-c3ccc4c(c3)OCO4)n2C)cc(OC)c1O
  2.1, ·
COc1cc(OC)c2c3c(c(=O)oc2c1)CCCC3
  2.3, ·
CC(C)n1cnc2c(NCCCN3CCCC3=O)nc(NC3CCN(Cc4ccccc4)CC3)nc21
  8.8, 12.8
c1cnc2ccc(Nc3cc(NCc4nc5ccccc5[nH]4)ncn3)cc2c1
  -0.9, -4.5
FC(F)(F)c1cccc(-c2cc(NCCCn3ccnc3)nc(-c3ccccn3)n2)c1
  -19.7, ·
CCN1CCN(c2c(Cl)cccc2NC(=O)c2cccc(Cl)c2)CC1
  -16.8, 7.4

The list continues.
Below each compound: ULK1 inh, ASK1 primary
COc1cc(-c2cn[nH]c2)ccc1NC(=O)C1COc2ccc(F)cc2C1 (centres undefined)
  8.8, -0.9
c1ccc(CNc2ncnc3nc(N4CCc5ccccc5C4)[nH]c23)cc1
  2.0, -3.5
CC(C)n1c(Nc2nccc3ccccc23)nc2c(N)ncnc21
  -8.9, -9.5
CC(=O)N1CCN(c2ccc(O)cc2)CC1
  -29.4, ·
O=C(NCc1cccnc1)C1CCN(c2ccc(Nc3nccc4ccccc34)nn2)CC1
  9.7, -3.5
COc1ccc(CCNC(=O)c2cccc(-c3cccs3)c2)cc1
  10.8, 8.7
O=S(=O)(c1ccccc1)N1CCC(c2nnc(-c3ccc(F)cc3)o2)CC1
  -6.9, ·
CCOc1ccccc1CN1CCC(C(=O)NC(C)C)CC1
  -6.0, ·
NC(=O)c1ccc(-c2nc(C(=O)Nc3ccc(N4CCOCC4)cc3)cs2)cc1
  5.0, 12.5
CC(C)n1cnc2c(NCCCN3CCCC3=O)nc(-c3ccccc3)nc21
  1.2, -2.1

Continued:
Below each compound: ULK1 inh, ASK1 primary
NC(=O)c1ccc(-c2nc(Nc3ccc(Oc4ccccc4)cc3)c3[nH]cnc3n2)cc1
  -1.4, 8.2
O=C(NC1CC1)c1cccc(NC(=O)N2CCN(c3ncnc4[nH]ccc34)CC2)c1
  26.8, 14.1
Cc1cccc(CC(=O)Nc2cnn(-c3cccc(C(=O)Nc4cccc([N+](=O)[O-])c4)c3)c2)c1
  -29.9, 17.0
O=C(NC1CC1)c1cncc(Nc2ccccn2)c1
  3.6, -5.3
O=C(NC1CC1)c1cnc(-c2ccccc2)s1
  -14.5, 5.8
FC(F)(F)c1cccc(CNc2nc(NCc3ccc4c(c3)OCO4)nc3c2ncn3C2CCCCC2)c1
  -6.7, 2.9
O=C1CCc2cc(S(=O)(=O)N3CCCNCC3)ccc2N1
  -7.8, -23.1
CN(C)CCCOc1nn(Cc2ccccc2)c2ccccc12
  -2.2, ·
COc1ccc(-c2cc(C(=O)NCCc3ccc(O)cc3)ccn2)cc1
  -4.2, -12.4
CC(C)n1cnc2c(NCc3nc4ccccc4[nH]3)nc(N3CCN(Cc4ccc5c(c4)OCO5)CC3)nc21
  -11.8, 1.9

A stretch from further up, as a working copy:
Below each compound: ULK1 inh, ASK1 primary
COc1ccc(-c2cc(C(=O)NCCc3ccc(O)cc3)ccn2)cc1
  -4.2, -12.4
CC(C)n1cnc2c(NCc3nc4ccccc4[nH]3)nc(N3CCN(Cc4ccc5c(c4)OCO5)CC3)nc21
  -11.8, 1.9

Next part:
Below each compound: ULK1 inh, ASK1 primary
O=C(NCCc1ccc(O)cc1)c1ccnc(-c2ccc3[nH]ccc3c2)c1
  -0.9, -8.2
O=C(NCCN1CCOCC1)c1cnc(-c2ccc(N3CCOCC3)nc2)s1
  -2.7, -6.0
COc1ccccc1/C=N/NC(=O)C(=O)Nc1cccc2ccccc12
  1.6, ·
CC(=O)c1cccc(-c2nc(N)c3ncn(Cc4ccc(C(F)(F)F)cc4)c3n2)c1
  -26.6, -5.4
O=C(NCCN1CCOCC1)c1cccc(Nc2ccccc2)c1
  -34.1, -20.4
COc1cc2nc(Nc3nc4ccccc4n3C)nc(NCCO)c2cc1OC
  -1.0, 5.5
N[C@@H]1CC[C@H](C(=O)Nc2ccc3cnccc3c2)C1
  7.7, -2.3
Nc1cccc(-c2nc(NCc3cccnc3)c3ncn(C4CCCCC4)c3n2)c1
  -13.0, -5.0
CCc1cc(=O)n(CC(=O)NCC2CCCO2)c(-n2nc(C)cc2C)n1 (centres undefined)
  -3.2, ·
Nc1nc2ncc(CNc3ccc(C(=O)NC(CCC(=O)O)C(=O)O)cc3)nc2c(=O)[nH]1 (centres undefined)
  10.9, ·

The list continues.
Below each compound: ULK1 inh, ASK1 primary
CC(C)C(=O)NCCS(=O)(=O)N1CCN(c2ccc(F)cc2)CC1
  -16.2, ·
Nc1ccc(C(=O)OCC(O)CO)cc1 (centres undefined)
  0.5, ·
Cc1cnc(-c2csc3ccccc23)nc1NCCO
  1.1, 3.0
CC(=O)c1cccc(-c2cccc(C(=O)NCCc3ccc(O)cc3)c2)c1
  -34.8, -14.9
COc1ccc(Nc2nc(N)nc(C3CCCCC3=O)n2)cc1 (centres undefined)
  -13.0, ·
CCN(CC)c1nc(NCc2cccc(C(F)(F)F)c2)nc(Nc2nc3ccccc3n2C)n1
  -9.7, -0.6
COc1ccc(-c2ncc(C)c(NCCCN3CCCC3=O)n2)cn1
  1.4, -13.0
CC(C)n1c(Nc2cccc(N(C)C)c2)nc2c(NCCc3ccc(O)cc3)ncnc21
  -2.3, 9.8
CC(=O)c1cccc(-c2ncc(C)c(NCCOc3ccccc3)n2)c1
  -20.1, 2.5
COc1ccc(-c2cc(NCCc3ccc(O)cc3)ncn2)cn1
  -2.1, 0.2

(listing goes on)
Below each compound: ULK1 inh, ASK1 primary
CN(C)c1cccc(Nc2cc(C(=O)NCc3cccnc3)c3ccccc3n2)c1
  3.3, -0.2
CC(C)[C@H](O)C(=O)N1CCC(C(=O)Nc2ccc3[nH]ncc3c2)C1 (some centres undefined)
  -0.2, 13.2
COc1ccc(CCC(C)=O)cc1
  -13.6, ·
O=C(Cc1cn(-c2ccc(Nc3ccccc3)nn2)c2ccccc12)NCc1ccccc1
  3.0, 10.3
NCCOc1cc(C(=O)Nc2ccc3[nH]ncc3c2)ccn1
  6.3, -31.8
CCCN1CCN(c2c(Cl)cccc2NC(=O)NCc2ccc(Cl)cc2)CC1
  5.6, -17.9
O=C(NCc1ccc(Br)cc1)N[C@@H]1CCN(C(=O)c2ccc3[nH]ncc3c2)C1
  6.2, -15.1
O=c1[nH]c2ccccc2c(=O)n1CCCN1CCN(c2cccc(Cl)c2)CC1
  -12.8&0.0, ·
O=C(NCCOc1ccccc1)c1ccnc(NCc2cccnc2)c1
  -2.6, -6.6
CCCNc1ncnc2c1nc(N1CCCC1CO)n2C(C)C (centres undefined)
  -7.4, -2.8

Next section
Below each compound: ULK1 inh, ASK1 primary
c1ccc(Nc2nc(Nc3cnccn3)nc3c2ncn3-c2ccccc2)cc1
  0.7, 11.7
COc1cccc(CNC(=O)c2cc3ccc(-c4cn[nH]c4)cc3n2CCN(C)C)c1
  -8.9, -7.0
COc1cc(Nc2nc3c(Nc4ccccc4)ncnc3n2C(C)C)cc(OC)c1OC
  7.3, 6.7
COc1ccc(CCNc2cc(Cl)nc(N)n2)cc1
  6.8, 5.2
O=C(NCc1cccc(C(F)(F)F)c1)c1cccc(N2CCN(c3ccccn3)CC2)n1
  -19.9, -6.7
COc1ccc(CCNC(=O)c2cncc(-c3cccc(C(C)=O)c3)c2)cc1
  -3.5, -13.8
Cn1nccc1Nc1ccc(N2CCC(C(=O)NCCOc3ccccc3)CC2)nn1
  10.4, -6.7
CC(=O)Nc1ccc(Nc2nc(Nc3ccncn3)nc3nc[nH]c23)cc1
  9.4, -22.3
O=C(c1ccc2c(c1)OCCO2)N1CCC(c2nc3ccncc3c(=O)[nH]2)C1 (centres undefined)
  11.6, 4.7
COc1cc2nc(NCCN3CCOCC3)nc(Nc3ccc(N4CCOCC4)cc3)c2cc1OC
  5.5, 3.9

Going on with the list.
Below each compound: ULK1 inh, ASK1 primary
CC(C)(C)OC(=O)NCC1CCCN(c2ccnc(Nc3ccc(S(N)(=O)=O)cc3)n2)C1 (centres undefined)
  5.6, -3.3
O=C(Cc1ccsc1)Nc1ccc2cnn(-c3cccc(C(=O)NCCN4CCOCC4)c3)c2c1
  -11.5, -14.0
O=C(Nc1ccc(N2CCOCC2)cc1)c1cc(N2CCN(Cc3ccc4c(c3)OCO4)CC2)nc2ccccc12
  8.9, 27.7
COc1ccc(CCNC(=O)Cc2cn(-c3ccc(Nc4nccc5ccccc45)nn3)c3ccccc23)cc1
  13.5, 6.2
O=C(NCCN1CCOCC1)c1cccc(-n2cc(N(S(=O)(=O)Cc3ccccc3)S(=O)(=O)Cc3ccccc3)cn2)c1
  2.8, 3.4
O=C(Nc1ccccc1)c1csc(N2CCCC2CO)n1 (centres undefined)
  -5.6, 3.5
COc1ccc(CCNc2ccnc(Nc3cccnc3)n2)cc1
  -20.0, 4.4
CC(C)(NC(=O)NC(C)(C)c1ccncc1)c1ccncc1
  -1.7, ·
Nc1ccc(-c2nc3c(Cl)c(N)ccc3[nH]2)cc1Cl
  15.4, ·
Clc1ccc(C2NCCS2)c(Cl)c1 (centres undefined)
  12.0, ·

More entries
Below each compound: ULK1 inh, ASK1 primary
O=S(=O)(c1ccc(Cl)cc1)N1CCC(c2nnc(-c3ccccc3)o2)CC1
  -4.5, ·
COc1cc(NC(=O)c2cnc(Nc3ccc4ncccc4c3)s2)cc(OC)c1OC
  -6.0, 5.4
CC(C)(C)OC(=O)N1CCC[C@H]1C(=O)Nc1ccc2[nH]ncc2c1
  9.0, 14.8
Cc1nn(C)c(C)c1-c1nc(NCCN2CCOCC2)c2ncn(Cc3ccc(C(F)(F)F)cc3)c2n1
  -32.4, -16.9
CCC(=O)Nc1ccc(-c2nc3ccc(NC(=O)CC)cc3[nH]2)cc1
  -8.2, ·
Cn1c(Nc2nc(N)c3ncn(Cc4ccc(C(F)(F)F)cc4)c3n2)nc2ccccc21
  -9.1, -0.9
CC(C)C(C)/C=C/[C@@H](C)[C@H]1CC[C@H]2/C(=C/C=C3\C[C@@H](O)CC[C@@H]3C)CCC[C@]12C (some centres undefined)
  -8.4, ·
CCC12CN(C(=O)CC(C)C)CC(CC)(CN(C(=O)CC(C)C)C1)C2=O
  -8.2, ·
O=C(NC1CC1)c1cnc(Nc2ccc(C(F)(F)F)cc2)s1
  -19.4, 7.4
O=c1[nH][nH]c(=S)n1-c1ccc2c(c1)OCCO2
  -17.3, -12.1

Next section:
Below each compound: ULK1 inh, ASK1 primary
CN1CCN(C(=O)c2ccc(-c3nc(NCCc4ccc(O)cc4)c4ncn(CCN5CCCC5=O)c4n3)cc2)CC1
  5.8, 4.7
CCn1c(C2COc3ccccc3O2)nc2ccc(-c3ccnc(N)n3)cc21 (centres undefined)
  7.4, -1.5
O=C(NCCOc1ccccc1)c1ccc2nc(-c3ccc(N4CCOCC4)nc3)sc2c1
  4.0, -22.1
c1cncc(-c2cc(NC3CCCCC3)nc(-c3cccnc3)n2)c1
  2.1, ·
CCCCC(CC)COS(=O)(=O)O (centres undefined)
  4.2, ·
COc1ccc2c(c1)CC(c1nc3c(N(C)CCN(C)C)cc(-c4cn[nH]c4)cc3c(=O)[nH]1)CO2 (centres undefined)
  20.0, 8.4
Cc1cccc(NC(=O)Nc2cnn(-c3cccc(C(=O)Nc4cc(C)c(C)c(C)c4)c3)c2)c1
  -16.4, -13.9
NC(=O)c1ccc(-c2nccc(NCc3nc4ccccc4[nH]3)n2)cc1
  7.3, -0.7
O=C(Oc1ccccc1C(=O)O)c1ccccc1O
  11.2, ·
COc1ccc(CCNc2ncnc3nc(Nc4nccc5ccccc45)[nH]c23)cc1
  -6.4, -17.3

Continued:
Below each compound: ULK1 inh, ASK1 primary
Nc1ccnc(=O)[nH]1
  0.6, ·
COc1cccc(OCc2nc(N(C)Cc3ccncc3)c3cc(-c4cn[nH]c4)ccc3n2)c1
  -8.8, 14.5
COc1cc(Nc2ncnc3nc(-c4ccc(C(N)=O)cc4)[nH]c23)cc(OC)c1OC
  5.6, 25.2
CC(C)n1cnc2c(N)nc(NCCN3CCOCC3)nc21
  8.6, 13.4
Cc1cc(C)cc(N(CC(=O)N2CCN(C)CC2)S(C)(=O)=O)c1
  0.3, ·
CCN(CC)c1nc(Nc2cc(OC)c(OC)c(OC)c2)nc(N2CCCC2CO)n1 (centres undefined)
  -18.3, 13.1
O=C(NCc1nc2ccccc2[nH]1)c1cccc(N2CCN(Cc3ccc4c(c3)OCO4)CC2)n1
  -1.9, 3.8

Seven entries drawn at random from the list so far, as already listed:
Below each compound: ULK1 inh, ASK1 primary
CCN(CC)c1nc(Nc2cc(OC)c(OC)c(OC)c2)nc(N2CCCC2CO)n1 (centres undefined)
  -18.3, 13.1
COc1cc(Nc2ncnc3nc(-c4ccc(C(N)=O)cc4)[nH]c23)cc(OC)c1OC
  5.6, 25.2
O=C(NCc1nc2ccccc2[nH]1)c1cccc(N2CCN(Cc3ccc4c(c3)OCO4)CC2)n1
  -1.9, 3.8
CC(C)n1cnc2c(N)nc(NCCN3CCOCC3)nc21
  8.6, 13.4
COc1cccc(OCc2nc(N(C)Cc3ccncc3)c3cc(-c4cn[nH]c4)ccc3n2)c1
  -8.8, 14.5
Nc1ccnc(=O)[nH]1
  0.6, ·
Cc1cc(C)cc(N(CC(=O)N2CCN(C)CC2)S(C)(=O)=O)c1
  0.3, ·
